Compound activity from PubChem BioAssay.
M1 ag = human M1 muscarinic receptor agonists, primary screen, Fluo-8 calcium fluorescence, CHO-K1 cells, HTS; CHO-K1 hM1, agonist mode; 0% DMSO, 100% acetylcholine EC100; activation, % at 3 µM; 360,000 compounds, 0.33% hits; AID 588814, 2011;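 active = activation above the run's mean compound activation plus 3 SD, cut at about 16% in these data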;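 note: peak over basal fluorescence ratio within a 140 s kinetic read after compound addition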
Target sequence (P11229 whole entry, looked up): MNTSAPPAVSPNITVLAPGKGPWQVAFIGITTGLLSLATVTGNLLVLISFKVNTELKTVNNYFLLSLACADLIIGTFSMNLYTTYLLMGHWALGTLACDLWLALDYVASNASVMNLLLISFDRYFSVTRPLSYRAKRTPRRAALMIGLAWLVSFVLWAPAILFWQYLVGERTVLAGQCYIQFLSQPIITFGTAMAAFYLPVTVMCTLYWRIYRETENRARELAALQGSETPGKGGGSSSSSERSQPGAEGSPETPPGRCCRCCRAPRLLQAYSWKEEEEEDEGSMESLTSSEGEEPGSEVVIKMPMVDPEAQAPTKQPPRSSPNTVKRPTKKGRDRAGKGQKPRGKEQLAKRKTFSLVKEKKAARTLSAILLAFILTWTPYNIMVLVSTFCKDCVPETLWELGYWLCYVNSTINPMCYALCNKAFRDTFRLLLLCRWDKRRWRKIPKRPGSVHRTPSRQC
CHO parental Ca = ATP-evoked calcium signal inhibitors, parental CHO, primary screen, counter-screen for OX1R antagonist project, cell-based, fluorescence, Fluo-8 calcium dye; 330,000 compounds, 0.63% hits; inhibition, % at 5.6 µM; parental CHO-K1, ATP-induced calcium, Fluo-8 fluorescence; AID 463079, 2010;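 active = inhibition above that plate's mean sample inhibition plus 3 SD, cut at about 26% in these data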;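 note: 0% = ATP-challenged DMSO wells and 100% = DMSO wells without ATP; some compounds past the cut are filed as inactive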
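material = parental CHO cells | also added = ATP as calcium-mobilizing challenge | dosing = single point at 5.6 µM | detection = intracellular calcium via Fluo-8 no-wash fluorescent dye | read-out = % inhibition | benchmarks = low control ATP plus DMSO, high control DMSO only | repeats = one well per compound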
CHO-K1 Ca ag = counter-screen for M1 agonists: effect in parental CHO-K1 cells. Fluo-8 calcium fluorescence; scaled to maximal ATP response, vehicle zero. activation, % at 3 µM. 360,000 compounds, 0.48% hits; in the data active = activation above about 15%;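 note: untransfected CHO-K1 host cells lacking M1 receptor as counterscreen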
TAAR1 agonist = human TAAR1 agonists, primary screen, Fluo-8 calcium fluorescence, CHO RD-HGA16 cells | Trace amine-associated receptor 1 (Homo sapiens), Q96RJ0 | vehicle wells 0%, saturating PEA agonist 100% | activation, % at 3 µM | 360,000 compounds, 0.99% hits;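 active = activation above the mean activation of all test compounds in the run plus 3 SD, cut at about 38% in these data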
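Test system: RD-HGA16 (CHO) cells co-expressing Gα16 and hTAAR1 | Doses: Single dose, 3 µM | Schedule: 17-24 h seeding, 75 min 37 °C dye, 30 min RT | Evaluation: % activation from peak over basal fluorescence ratio, DMSO-to-PEA scaled | Technique: Kinetic Fluo-8 calcium fluorescence | Benchmarks: Low control DMSO, high control PEA (EC100)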
M1 PAM parental = nonselective calcium activators in parental CHO-K1 cells, primary screen, counter-screen for M1 PAM project, cell-based, Fluo-8 calcium fluorescence, full deck, 1536-well. ATP EC20; 0% at ATP EC20, 100% at ATP max. activation, % at 3 µM. 360,000 compounds, 0.02% hits;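 active = activation above the run cutoff, the mean activation of all test compounds plus 3 SD, cut at about 40% in these data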;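 note: peak over basal fluorescence ratio in a 140 s read after ATP addition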
OXTR potentiator = human OXTR potentiators, primary screen, fluorescence, CHO-OTR cells, Fluo-8 calcium; Oxytocin receptor (Homo sapiens), P30559; Fluo-8 calcium fluorescence, potentiator mode; 0% = oxytocin EC15, 100% = EC100; activation, % at 3 µM; 320,000 compounds, 0.061% hits; AID 2445, 2010;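 active = activation above that plate's cutoff, the mean activation of tested compounds plus 3 SD, cut at about 6.6% in these data, passing the limit was not always enough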;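 note: 100% uses oxytocin at 75 nM as the full agonist control; some results filed as inactive read as strong as hits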
Target sequence (P30559 whole entry, looked up): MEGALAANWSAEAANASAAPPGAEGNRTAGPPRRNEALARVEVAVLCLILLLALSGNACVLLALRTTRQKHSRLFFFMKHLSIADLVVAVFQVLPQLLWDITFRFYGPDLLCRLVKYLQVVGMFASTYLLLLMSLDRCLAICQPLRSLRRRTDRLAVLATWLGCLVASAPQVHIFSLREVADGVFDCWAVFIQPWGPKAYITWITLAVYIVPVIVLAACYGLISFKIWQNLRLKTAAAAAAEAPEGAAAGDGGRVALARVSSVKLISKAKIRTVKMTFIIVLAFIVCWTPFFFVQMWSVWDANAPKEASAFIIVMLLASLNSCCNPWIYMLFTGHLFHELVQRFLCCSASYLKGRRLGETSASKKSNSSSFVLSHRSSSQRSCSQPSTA
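System: human OTR in CHO cells; Also added: sub-maximal oxytocin, roughly EC15; Timing: compound 6 min at room temperature before oxytocin, 100 s read; Technique: Fluo-8 intracellular calcium fluorescence, ex 470-495, em 515-575 nm; Controls: oxytocin EC15 low and EC100 high; Replication: singlicate.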
TAAR1 antagonist = human TAAR1 antagonists, primary screen, Fluo-8 calcium fluorescence, CHO RD-HGA16 cells; 360,000 compounds, 1.5% hits; inhibition, % at 3 µM; antagonist; Trace amine-associated receptor 1 (Homo sapiens), Q96RJ0;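 active = inhibition above a per-plate cutoff, the mean inhibition of test compounds on that plate plus 3 SD, cut at about 49% in these data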;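 note: 0% = DMSO plus EC80 beta-PEA response and 100% = DMSO alone without agonist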
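Test system: CHO RD-HGA16 cells bearing hTAAR1 | Reagent: β-PEA, EC80 | Compound dosing: 3 µM, single point | Schedule: Dye loading 75 min at 37 °C, then 30 min room temperature | Signal: Calcium fluorescence with Fluo-8 | Evaluation: Percent inhibition of PEA-evoked calcium signal, max/basal emission ratio | Control set: DMSO-only wells and EC80 β-PEA-stimulated wells | Repeats: Singlicate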
V1R ag counter = agonists of human V1a receptor, primary screen, counter-screen for OXTR agonist project, fluorescence, CHO-V1R cells; Fluo-8 calcium fluorescence, agonist mode; 0% DMSO, 100% 3 nM vasopressin; activation, % at 3 µM; Vasopressin V1a receptor (Homo sapiens), P37288; 320,000 compounds, 0.25% hits;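 active = activation above the mean activation of all tested compounds plus 3 SD, per screening run, cut at about 20% in these data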;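 note: signal is peak over basal fluorescence ratio across a 100 second FLIPR read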
CHO-K1 Ca antag = M1 antagonist counterscreen hit in parental CHO-K1 cells | ATP-induced calcium, Fluo-8 fluorescence | inhibition, % at 3 µM | 360,000 compounds, 0.6% hits | AID 602250;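 active = inhibition above a per-plate cutoff, the plate's mean sample inhibition plus 3 SD, cut at about 24% in these data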;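 note: 0% = DMSO plus EC80 ATP and 100% = DMSO alone without ATP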
* = called active by the depositor; . = no result given.

SMILES	M1 ag	CHO parental Ca	CHO-K1 Ca ag	TAAR1 agonist	M1 PAM parental	OXTR potentiator	TAAR1 antagonist	V1R ag counter	CHO-K1 Ca antag
O=C(NCCC1CCCCN1S(=O)(=O)c1ccccc1)C(=O)NCc1ccccc1F (stereo unspecified)	-4	-15	0.0	2	-17	-4	-16	-0.9	-1
C(=C\c1ccccc1)/CN1CCN(C(c2cccs2)c2nnnn2-c2ccc3c(c2)OCCO3)CC1 (stereo unspecified)	-5	.	0.8	6	12	.	-19	.	-17
CCOC(=O)Cc1cc(=O)[nH]c(/N=C(/NC(=O)c2ccccc2)Nc2ccccc2C(F)(F)F)n1	-1	-5	-0.1	14	-7	-2	4	0.9	12
CC(C)(C)Nc1c(-c2cccs2)nc2ccccn12	-13	-20	0.7	-2	12	-14	12	-0.2	-5
CCOC(=O)c1cnc(-n2nc(C)cc2C)nc1Oc1ccc(C(=O)OC)cc1	-4	-17	0.4	0	-5	-2	-32	-0.2	5
COc1ccc(NC(=O)C2CCN(S(=O)(=O)c3cn(C)nc3C)CC2)cc1	-2	-8	0.9	0	3	-6	-3	0.6	-9
COc1ccc(NC(=O)c2ccc(-c3ccccc3Cl)o2)cc1	-2	-24	0.4	17	29	-6	8	-0.5	-22
O=C(/C=C/NNC(=O)c1ccc(Cl)cc1)c1ccccc1	-6	-6	0.1	7	5	-8	9	-1.0	-1
CCN1CCN(C(=O)C2CCCN(S(=O)(=O)c3cccc4nsnc34)C2)CC1 (stereo unspecified)	-5	-13	0.0	3	8	-6	-7	0.0	-10
Cc1cccc(C(=O)NNC(=O)c2ccccc2[N+](=O)[O-])c1	1	-1	0.5	1	12	4	-6	1.0	-6
CC(C)c1ccc(-n2c(-c3ccccc3)c[n+]3c2CCc2ccccc2-3)cc1	-13	.	11	4	1	.	15	.	32*
N#C/C(=C\Nc1ccccc1SC(F)(F)F)c1nc(-c2ccc(F)cc2)cs1	-6	8	0.5	4	10	2	-7	-0.7	-4
N#CCC(=O)N/N=C/c1ccc(OCc2ccccc2)cc1	-2	3	1.3	4	21	-6	7	-0.2	-10
Cc1ccc(C)c(NS(=O)(=O)c2cc(C(=O)NCC3CCCO3)ccc2C)c1 (stereo unspecified)	-2	-10	1.4	2	-2	-1	-23	5.0	-5
CCN(c1ccccc1)S(=O)(=O)c1ccc(Cl)c(NC(=O)CSc2nnc(C)s2)c1	-3	-11	2.3	6	-6	-6	-2	-0.5	-1
S=C1NCCOCCOCCOCCNC(=S)N2CCOCCOCCN1CCOCCOCC2	-9	-8	0.0	7	2	1	-2	0.6	3
CSc1cccc(NC(=O)CNS(=O)(=O)c2ccccc2)c1	-4	.	2.4	0	13	.	4	.	-6
COc1ccccc1N(CC(=O)Nc1ccc(S(=O)(=O)N2CCOCC2)cc1)S(C)(=O)=O	-3	-3	1.2	2	11	2	0	2.5	-14
Cc1ccc(S(=O)(=O)N2CCN(C(=S)NCCc3ccccc3)CC2)cc1	0	-10	0.8	7	24	-7	6	1.9	-15
O=C1CC(c2ccccc2)Cc2nc(N3CCc4ccccc43)ncc21 (stereo unspecified)	-4	-5	1.5	1	19	0	-30	0.4	-10
O=C(c1cc2ccccc2oc1=O)N1CCN(Cc2ccc3c(c2)OCO3)CC1	-4	-4	0.5	3	10	-8	-15	0.3	-8
CCN(Cc1ccccc1)C(c1ccc(C)cc1)c1nnnn1C(C)(C)CC (stereo unspecified)	-4	-23	-0.5	14	-5	-10	11	-0.7	16
Cc1noc(C)c1COc1ncnc2ccccc12	0	-3	0.7	3	4	-19	10	1.2	-16
CCOC(=O)C1=C(CC)Nc2ccccc2N=C1NC(=O)c1ccc(S(=O)(=O)N2CCCC2)cc1	-7	-12	2.8	1	16	-5	12	0.0	-6
C/C(=N\NC(=O)COc1ccccc1)c1ccc(O)cc1	-3	-16	0.8	4	13	-13	-3	-0.4	-17
CCCCOc1ccc(-c2nc(/C=N/c3nccs3)c(O)o2)cc1	-4	-8	0.1	7	-13	6	-12	0.4	19
c1ccc(-c2nc3c(ccc4ccccc43)[nH]2)nc1	-4	-13	1.5	9	21	-4	-1	-1.4	-12
O=C(Nc1ccc(N2CCCC2)cc1)c1ccccc1[N+](=O)[O-]	-10	-19	1.8	7	11	-2	23	-0.4	-12
CCCOC1OC(=O)c2c1ccc(OC)c2OC (stereo unspecified)	-4	-10	0.3	1	16	-10	1	0.3	-11
C[C@@H]1O[C@@H](OC[C@H]2O[C@@H](Oc3c(-c4ccc(O)cc4)oc4cc(O)cc(O)c4c3=O)[C@H](O)[C@@H](O)[C@@H]2O)[C@H](O)[C@H](O)[C@H]1O	-4	-5	0.7	0	19	0	1	0.2	-2

Individual results from above.
CSc1cccc(NC(=O)CNS(=O)(=O)c2ccccc2)c1 in CHO-K1 Ca antag has -6
S=C1NCCOCCOCCOCCNC(=S)N2CCOCCOCCN1CCOCCOCC2 in CHO parental Ca has -8

(next part)
SMILES	M1 ag	CHO parental Ca	CHO-K1 Ca ag	TAAR1 agonist	M1 PAM parental	OXTR potentiator	TAAR1 antagonist	V1R ag counter	CHO-K1 Ca antag
COC(=O)c1cc(S(=O)(=O)NCC2CCN(CCc3cccs3)CC2)cn1C	-6	-26	-0.4	3	-14	1	-26	-0.1	-1
CC(C)C(=O)N1CCN(c2ccccc2NC(=O)c2ccc(Br)o2)CC1	-5	-29	0.4	3	13	-3	24	-0.3	-12
N/C(=N\OC(=O)c1cccc([N+](=O)[O-])c1)c1cccnc1	3	-4	0.8	0	-10	3	5	2.5	10
Cc1ccc(S(=O)(=O)N(C)C)cc1NC(=O)C1CCCN(C(=O)c2ccc(Cl)cc2)C1 (stereo unspecified)	-2	2	0.6	0	-16	-7	-18	-0.8	5
Cc1cc(C)cc(NC(=O)CN(C)S(=O)(=O)c2cccc3nsnc23)c1	2	-16	1.6	4	-18	-15	14	-1.6	-13
CCC(=O)NC(=S)Nc1ccc(NC(=O)c2ccc(C)c([N+](=O)[O-])c2)cc1	-7	-11	0.1	8	8	-8	18	0.4	-6
CC(C)Sc1cc(N2CCCC2)nc(-c2ccccc2)n1	1	-24	0.1	36	10	-8	-14	0.0	3
COc1ccc(-c2ccc(/C=C3/C(=N)N4C=CSC4=NC3=O)o2)c([N+](=O)[O-])c1	-3	-3	2.4	13	11	-8	43	2.9	3
CCc1ccccc1NC(=O)c1ccc(NCCc2ccccc2)c([N+](=O)[O-])c1	-1	-20	0.5	-1	10	0	-4	0.6	-12
COc1ccc(NC(=O)CN(C)C(=O)c2cn(-c3ccccc3)nc2-c2ccc(F)cc2)cc1	-6	-7	4.4	7	4	-9	35	2.8	-23
CCCC/C(O)=C1\C(=O)CC(C)(C)CC1=NCCCCCC(=O)O	-6	-21	-0.2	3	0	1	-7	0.3	3
CS(=O)(=O)Nc1ccc(OCc2ccccc2)cc1	-3	5	0.9	7	-8	-5	8	0.5	16
CCN(C(=O)CSc1ccccn1)C1CCCCC1	-4	-14	0.0	13	-1	4	-26	-0.2	-9
Cc1cc(C(=O)N2CCC2(C)C(=O)NS(=O)(=O)c2ccc(F)cc2F)nn1C (stereo unspecified)	-2	.	0.3	1	-11	.	-23	.	12
CC(C)CN(C(=O)COC(=O)c1ccc([N+](=O)[O-])o1)C1CCS(=O)(=O)C1 (stereo unspecified)	-2	-5	0.3	6	16	-4	-4	-0.2	1
CCN(CC)C(=O)c1ccc(S(=O)(=O)N2CCC(c3nc4ccccc4s3)CC2)cc1	-3	14	4.8	10	-7	-12	24	10	-6
Cc1noc(C)c1CSc1ccccc1C(=O)O	-1	-8	0.7	1	-1	-6	-2	-0.3	-15
COc1cc(C2CC(=O)c3cnc(NC(=O)COc4ccccc4)nc3C2)cc(OC)c1OC (stereo unspecified)	-2	-18	0.7	9	14	-4	24	0.2	-12
Cc1ccc(-n2nc3c(c2NC(=O)C(C)(C)C)CS(=O)(=O)C3)cc1	-2	-7	-0.2	.	-8	1	.	0.4	-3
Cc1ccc(S(=O)(=O)N2CCC(C(=O)Nc3ccc(N4CCOCC4)cc3)CC2)cc1C	-3	.	1.4	3	-5	.	-22	.	-4
Nc1nc(-c2ccc(Cl)cc2)nn1C(=O)c1ccco1	-1	-9	1.0	3	-6	1	-5	0.5	-2
Oc1ccccc1-c1cnc2cccnn12	-4	.	0.9	0	-3	.	-5	.	-3
Nc1nc(-c2ccco2)nn1C(=O)c1ccccc1Cl	-4	.	3.8	2	12	.	-12	.	-12
COc1nnc(-c2ccc(C)c(S(=O)(=O)NCC3CCCO3)c2)c2ccccc12 (stereo unspecified)	-5	-16	3.0	3	-28	-9	4	2.2	0
O=C(NC1CCN(Cc2ccccc2)CC1)c1ccccc1OCc1ccccc1Cl	-5	-37	5.2	-2	30	-6	-16	-0.9	-17
Cc1ccc(NS(=O)(=O)c2ccc3oc(=O)ccc3c2)cc1Cl	0	-4	1.6	1	-16	-11	16	5.5	14
Cc1ccc(CCNC(=O)CCn2c(=O)c3cccn3c3ccc(F)cc32)cc1	1	-15	2.5	4	-12	-2	26	5.0	-3
N#CCCn1cc(C(=O)Nc2ccc([N+](=O)[O-])cc2)c(-c2cccs2)n1	-2	6	2.0	9	3	-17	14	4.5	9
CSc1nc(NCC(C)O)c2c3c(sc2n1)CN(C)CC3 (stereo unspecified)	-10	-6	7.3	2	9	-1	13	-0.4	2
CC1(C)S/C(=N/N=C/c2cccs2)NC1=O	-5	-10	0.2	2	17	-6	-6	-0.7	-17
O=C(O)c1cccc(N/N=C/c2ccc(-c3ccccc3)cc2)c1	-2	.	-0.7	-1	-10	.	29	.	5
CC(C)Nc1nc(C#N)nc(NC(C)C)n1	-4	-13	0.4	4	8	1	-12	-1.6	-8
NC(=O)c1csc(-c2ccncc2)n1	-3	-1	0.1	4	8	0	2	-0.8	3
